# mcGAS inh: mouse cGAS inhibition by luminescence; recombinant cGAS, Kinase-Glo ATP depletion luminescence; 160,000 compounds, 0.15% hits; inhibition, % at 12.5 µM; Q8C6L5;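 further: 0% = negative control wells and 100% = reference inhibitor with no enzyme activity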
# NPYLR7 ag: mosquito NPYLR7 agonism | HEK293T NPYLR7/Galpha15, GCaMP6s calcium fluorescence | activation, % at 10 µM | 270,000 compounds, 0.15% hits; in the data active means activation above about 40%;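 further: 0% = vehicle and 100% = reference agonist at the receptor; some compounds past the cut are filed as inactive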
# hcGAS lum: blocks human cGAS activity; recombinant h-cGAS, ATP depletion, Kinase-Glo luminescence; inhibition, % at 12.5 µM; 290,000 compounds, 0.081% hits;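 further: 0% = vehicle reaction and 100% = reaction without DNA for no activity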
# Target sequence (Q8N884 whole entry, looked up): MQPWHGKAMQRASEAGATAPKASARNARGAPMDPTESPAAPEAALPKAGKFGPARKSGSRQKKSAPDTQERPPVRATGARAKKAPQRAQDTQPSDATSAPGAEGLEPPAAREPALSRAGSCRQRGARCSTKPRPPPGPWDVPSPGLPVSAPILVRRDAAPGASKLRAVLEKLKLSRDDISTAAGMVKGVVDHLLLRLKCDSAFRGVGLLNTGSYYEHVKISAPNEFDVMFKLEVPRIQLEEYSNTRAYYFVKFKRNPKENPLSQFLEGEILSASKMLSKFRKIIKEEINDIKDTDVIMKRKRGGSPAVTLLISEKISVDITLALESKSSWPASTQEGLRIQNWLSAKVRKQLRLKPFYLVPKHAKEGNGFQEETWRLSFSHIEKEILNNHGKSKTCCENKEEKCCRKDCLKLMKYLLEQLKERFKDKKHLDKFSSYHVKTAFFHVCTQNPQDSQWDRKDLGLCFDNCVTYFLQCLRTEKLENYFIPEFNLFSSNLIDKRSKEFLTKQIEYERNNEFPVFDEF
# An asterisk follows results filed as active; x = no result given; & = joins results of further samples. Unless noted, no stated cut-off is given here; in the data, active means inhibition above about 40%; inactive means the rest.
# Order of results: NPYLR7 ag	mcGAS inh	hcGAS lum
CC1(C)[C@H]2CC[C@]1(CS(=O)(=O)N1CCN(CC(OCc3ccc(C(F)(F)F)cc3)c3ccc(Cl)cc3)CC1)C(=O)C2 (stereo not given in full)
    x	-7	-6
CCCCc1c(C)nc2nc(SC3CCOC3=O)nn2c1C (stereo not given)
    14	x	-11
COc1ccc(CCN(C)S(=O)(=O)c2ccc(OC)c(N3CCN(C(=O)c4cc5ccccc5s4)CC3)c2)cc1OC
    14	-3	-3
Cc1ccc(-n2cnnc2SC(C)C(=O)N(C)c2ccccc2)c(C)c1 (stereo not given)
    -4	x	-6
CN(C)C(=O)CN1C(=O)NC2(CCCCC2)C1=O
    -1	x	-3
S=c1n(Cc2ccccc2)ccn1CN1CCN(c2ccccc2)CC1
    5	x	-3
O=C(NCc1ccco1)c1ccc2c(c1)C(=O)N(Cc1ccco1)C2=O
    -9	x	-4
COC(=O)c1ccc(C(=O)N2CCc3ccccc3C2c2ccc(F)cc2)cc1 (stereo not given)
    x	-7	-2
Cc1cc(C(=O)N2CCCC(Nc3ccc(F)cc3)C2)c(C)o1 (stereo not given)
    2&2	x	1&-5
CSc1nc2cc(Oc3ccc(Cl)c4ccccc34)c(Cl)cc2[nH]1
    -7	-6	-3
COC(=O)c1cc(OC)c(OC)cc1NC(=O)C1CCC1
    0	x	0
O=c1ccccn1CCCNS(=O)(=O)c1cccc(Cl)c1
    -1	-2	4
CC1c2ccsc2CCN1C(=O)Cc1csc(-c2ccsc2)n1 (stereo not given)
    4	x	-11
Cc1nc(N2CCN(C)CC2)ncc1-c1cc(=O)[nH]c(N2CCN(c3ccccc3)CC2)n1
    7	-2	8
O=C(c1ccccc1F)N(Cc1nccn1Cc1ccccc1)CC1CC1
    10	-4	-3

# Some values from above.
# Cc1nc(N2CCN(C)CC2)ncc1-c1cc(=O)[nH]c(N2CCN(c3ccccc3)CC2)n1 | mcGAS inh = -2
# Cc1cc(C(=O)N2CCCC(Nc3ccc(F)cc3)C2)c(C)o1 (stereo not given) | hcGAS lum = 1&-5
# CN(C)C(=O)CN1C(=O)NC2(CCCCC2)C1=O | NPYLR7 ag = -1
# Cc1ccc(-n2cnnc2SC(C)C(=O)N(C)c2ccccc2)c(C)c1 (stereo not given) | NPYLR7 ag = -4
# CC1(C)[C@H]2CC[C@]1(CS(=O)(=O)N1CCN(CC(OCc3ccc(C(F)(F)F)cc3)c3ccc(Cl)cc3)CC1)C(=O)C2 (stereo not given in full) | mcGAS inh = -7
# O=C(c1ccccc1F)N(Cc1nccn1Cc1ccccc1)CC1CC1 | hcGAS lum = -3

# (listing goes on)
# Order of results: NPYLR7 ag	mcGAS inh	hcGAS lum
COc1ccc(/C=C/C2=NC(=C\c3cccc(Cl)c3)/C(=O)O2)cc1
    -1	x	1
O=C(NCCCn1nc(-c2ccccc2)ccc1=O)Nc1ccccc1C(F)(F)F
    0	x	0
CCc1cc(N2CCN(CC(=O)N(C)C)CC2)n2ncnc2n1
    -1	-7	-3
Cc1ccccc1C(=O)N1CCN(C(C(=O)NCCN2CCCCC2)C2CCCC2)CC1 (stereo not given)
    -8	-7	-8
COCCN1CCCC[C@]2(C[C@H](C(=O)O)[C@H](c3ccco3)N2S(=O)(=O)c2cccs2)C1=O
    1	-9	-8
O=c1c(/C=C\c2nc3ccccc3c(=O)n2-c2ccccc2)coc2ccccc12
    11	x	-2
CCC(C(=O)N1CCC[C@@H]1C(=O)NCCNC(=O)c1ccc(OC)cc1)c1ccccc1 (stereo not given in full)
    x	-10	-5
O=S(=O)(c1ccc(F)cc1)N1CCC(CCc2ccc(-c3ccccc3)cc2)CC1
    1	-7	-6
CCCN(CC(=O)Nc1cc(-c2ccccc2)nn1-c1ccc(Cl)cc1)S(=O)(=O)c1ccc(F)cc1
    19	-3	1
Nc1nc(CN2CCc3sccc3C2)nc2sc3c(c12)CCCC3
    8	x	-7
O=C1CN(CCc2cccs2)C2CS(=O)(=O)CC2N1c1cccc(Cl)c1 (stereo not given)
    -2	x	-7
Cc1cccc(-n2cc(CN3C[C@H](N(C)C)C[C@H]3CO)cn2)c1
    5	x	-4
CCCS(=O)(=O)N1CCN(c2ncnc3c2nnn3C)CC1
    0	x	-3
COC(=O)c1ccc(C(=O)NCCc2c[nH]c3ccccc23)cc1
    2	x	-11
Cc1ccc(Cl)c(NC(=O)N2CCN(c3ccc(NC(=O)c4ccco4)cn3)CC2)c1
    -1	-5	-3
CCCc1nc(C)sc1C(=O)NCC1CCCCC1
    -26	0	-2
COc1ccc(C(=O)N2CCN(c3ccc(C)c(C)c3)C(=O)C2C)cc1 (stereo not given)
    2	-2	2
CCOC(=O)C(Cc1ccc(Cl)cc1)NC(=O)c1cccnc1Nc1cc(Cl)ccc1C (stereo not given)
    -23	-2	0
Cn1c(SCC(=O)c2ccc(C#N)cc2)nnc1-c1ccc(F)cc1
    0	-4	-5
CNC(=O)CSc1nc(-c2ccccc2)c(NC(=O)c2ccc(F)c(F)c2)s1
    -7	-11	-3
Cc1ccc(C(=O)NC(C)c2ccc(S(C)(=O)=O)cc2)s1 (stereo not given)
    2	x	-8
NC(=O)c1ccc(COC(=O)C2C3CC4CC(C3)CC2C4)cc1 (stereo not given)
    5	-18	-7
Cc1cccc(OCC(=O)N2CCC(n3cnc4cc(C(F)(F)F)ccc43)CC2)c1C
    9	-5	-5
NC(=O)CSc1ncc(-c2ccc(Cl)c(Cl)c2)n1-c1ccccc1
    1	x	0
CSc1nnc2c(n1)OC(c1ccc3c(c1)OCO3)Nc1ccccc1-2 (stereo not given)
    1	-3	-7
O=C(O)[C@@]12CN(c3cnccn3)C[C@@H]1CN(C1CCCC1)C2
    5	x	0
COC(=O)c1ccc(-c2noc(CN3CCc4[nH]ncc4C3)n2)cc1
    7	x	-6
CCOc1c(Br)cc(C=CC(=O)c2ccc(F)cc2)cc1OC
    2	18	-4
Cc1ccc(CNC(=O)c2cc(NC(=O)C3CCCO3)c3c(c2)nc(C2CCC2)n3C)cc1 (stereo not given)
    18	-9	-9
O=C(C1CCC1)N1CCCC(N2CCN(c3ccc(F)cc3)CC2)C1 (stereo not given)
    3	x	0

# Brought forward from above: 4 compounds, then new ones.
# Order of results: NPYLR7 ag	mcGAS inh	hcGAS lum
COC(=O)c1ccc(-c2noc(CN3CCc4[nH]ncc4C3)n2)cc1
    7	x	-6
CCOc1c(Br)cc(C=CC(=O)c2ccc(F)cc2)cc1OC
    2	18	-4
Cc1ccc(CNC(=O)c2cc(NC(=O)C3CCCO3)c3c(c2)nc(C2CCC2)n3C)cc1 (stereo not given)
    18	-9	-9
O=C(C1CCC1)N1CCCC(N2CCN(c3ccc(F)cc3)CC2)C1 (stereo not given)
    3	x	0
CC(=O)O[C@@H](C)C(=O)N1CCN(C2c3ccccc3CCc3ccccc32)CC1
    -1	-8	-7
Cc1nnc(C(C)N2CCCC2c2cccc(N(C)C)c2)o1 (stereo not given)
    -5	x	2
COc1cccc(CN2CCCN(C(=O)c3ccco3)CC2)c1O
    7	-18	-5
O=C(CCc1cccnc1)N1CCOC(COCc2ccccc2F)C1 (stereo not given)
    20	x	-9
CC(Cc1ccc2c(c1)OCO2)c1nccn1Cc1ccco1 (stereo not given)
    -1	-11	-9
O=C(NCC1(c2ccc(F)cc2)CCCC1)C1CCN(C(=O)C2CC2)CC1
    0	x	-7
O=c1c([N+](=O)[O-])c(N2CCCCC2)c2ccccc2n1Cc1ccccc1
    -5	x	2
O=C(COC(=O)c1cccs1)c1ccc(Cl)cc1
    4	-11	-8
COc1ccc(CN2C(=O)N(C)C3(CCN(Cc4nc(-c5ccccc5)cs4)CC3)C2=O)cc1
    10	-14	-5
COc1ccc(OC)c2sc(N(CCCN3CCOCC3)C(=O)c3ccn(C)n3)nc12
    x	-7	-3
CCOc1ccc(C2c3cccn3CCCN2Cc2ccco2)cc1 (stereo not given)
    0	-3	-4
COc1cc(OC)c2c(c1)OC1(CCN(C(=O)OCCSc3ccc(C(F)(F)F)cn3)CC1)CC2=O
    3	-4	-2
N=C1C(Cc2ccccc2)SC(=S)C1c1ccccc1 (stereo not given)
    1	x	-1
CCOC(=O)CN(C(=O)c1cnc2ccccn12)C1CC1
    7	x	-14
CCC(NC(=O)c1c(C)nn(C)c1C)c1nc(C(F)(F)F)cs1 (stereo not given)
    1	x	-6
Cc1ccc(NC(=O)CSc2ncc(S(=O)(=O)c3ccc(N4CCCC4)cc3)c(=O)[nH]2)cc1C
    1	-1	3
Cc1nc(NC(=O)CSc2nnc(-c3ccc(Cl)cc3)n2C)sc1C
    -7	-2	-4
CCCN(Cc1c(CC)nn(-c2ccc(F)cc2)c1N1CCN(C(C)C)CC1)C(=O)Nc1cccc(OC)c1
    12	-5	-3
COc1ccc(/C=c2/s/c(=C\C(=O)C3CC3)[nH]c2=O)cc1
    1	x	-6
CCN1CCc2cc(OC)c(OC)cc2C1C(C)NC(=O)c1ccccc1Cl (stereo not given)
    x	1	-4
CCCCC(=O)N(Cc1nc2cc(C)ccc2o1)C1CCCCC1
    -1	-7	-7
C=CCn1c(SCC(=O)Nc2nc(-c3cccc([N+](=O)[O-])c3)cs2)nnc1-c1ccoc1C
    -6	x	-6
c1ccc(CCNc2ccc3c(-c4ccccn4)noc3n2)nc1
    7	-6	-6
CC1NCCN(c2ccc3c(c2)CCC3)C1=O (stereo not given)
    -4	x	-5
CON(C)S(=O)(=O)c1ccc(NC(=O)N(C)CCC(C)C)cc1
    0	x	-11
Cn1ncc(Cl)c1C(=O)N1C[C@H]2CC[C@@H]1CN(C(=O)C1CCC1)C2
    x	-7	-11
CS(=O)(=O)Cc1cc(F)ccc1N
    0	x	-6
O=[N+]([O-])c1ccc(S(=O)(=O)NCC(c2cccnc2)N2CCc3ccccc3C2)cc1 (stereo not given)
    1	-6	-3
O=C(OCc1cc(-c2ccc(F)cc2F)on1)c1ccc(=O)oc1
    1	x	8
O=C(CSc1ccccc1)NC1CC(=O)N(Cc2cccc(F)c2)C1 (stereo not given)
    -1	x	-10

# In another format: entries from further up
molecule | NPYLR7 ag | mcGAS inh | hcGAS lum
O=c1ccccn1CCCNS(=O)(=O)c1cccc(Cl)c1 | -1 | -2 | 4
CC1c2ccsc2CCN1C(=O)Cc1csc(-c2ccsc2)n1 (stereo not given) | 4 | x | -11
Cc1nc(N2CCN(C)CC2)ncc1-c1cc(=O)[nH]c(N2CCN(c3ccccc3)CC2)n1 | 7 | -2 | 8
O=C(c1ccccc1F)N(Cc1nccn1Cc1ccccc1)CC1CC1 | 10 | -4 | -3

# Additional entries follow.
# Order of results: NPYLR7 ag	mcGAS inh	hcGAS lum
Cn1cncc1-c1nccn1-c1ccccc1OCC1CCCO1 (stereo not given)
    -1	x	0
CN(Cc1nc2ccccc2s1)S(=O)(=O)c1ccccc1C#N
    4	x	-11
C(=Cc1ccc2ccccc2n1)c1ccc(-n2ccnc2)cc1
    7	x	-11
CCOC(=O)n1ncc(C#N)c1N
    4	-4	2
O=C(c1n[nH]c(C2CC2)c1Cl)N1CCN(S(=O)(=O)c2ccccc2)CC1
    6	x	-7
O=C(c1ccc2c(c1)OCCO2)N(Cc1cccnc1)c1nc2c(Cl)cccc2s1
    -24	-2	-1
O=c1c(-c2cccs2)[n+]([O-])c2ccccc2n1OCc1ccccc1Cl
    0	2	6
CN(Cc1cn[nH]c1-c1ccc(F)cc1F)CC1Cc2ccccc2O1 (stereo not given)
    13&2	-4	-11&-3
CN(C)C(CNC(=O)c1cc(=O)c2cc(Cl)ccc2o1)c1ccccc1 (stereo not given)
    -5	x	-5
N#CCCOC1(C#CCN2CCCC2)CCCCC1
    8	x	-5
CCOc1cc2c(cc1OCC)CN(c1c(C#N)c(=O)n(C)c(=O)n1C)CC2
    7	-13	-9
COc1ccc(-c2nc(CS(=O)Cc3nnsc3Cl)cs2)c(OC)c1 (stereo not given)
    2	x	-2
CCC1CN(Cc2ccccc2SC)CCN1C(C)C (stereo not given)
    -2	x	-9

# Screening results from PubChem BioAssay.
